rCAG binder = r(CAG) repeat RNA binding. TO-PRO-1 dye displacement fluorescence. inhibition, % at 3 µM. 370,000 compounds, 1.3% hits. AID 651821;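 active = inhibition above the plate cutoff, the mean of all test compounds on that plate plus 3 SD, cut at about 35% in these data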;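 also: 0% = DMSO alone and 100% = 100 µM mitoxantrone as full dye displacement; higher means more dye released from RNA so lower well fluorescence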
HTRA1 inh = blocks human HTRA1 serine peptidase. Q92743. recombinant HTRA1, FP-rhodamine activity-based probe, fluorescence polarization. AID 504803. 340,000 compounds, 0.5% hits. inhibition, % at 5.96 µM; in the data active = inhibition above about 36%;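 also: 0% = enzyme with DMSO and 100% = wells lacking enzyme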
LEDGF integ inh = blocks HIV-1 LEDGF/p75-dependent DNA integration. 370,000 compounds, 0.64% hits. inhibition, % at 3.7 µM. TR-FRET IN-LEDGF/p75 DNA integration, Eu/Cy5. AID 743269;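 active = inhibition above the screen-wide mean plus 3 SD, cut at about 13% in these data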;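 also: signal is the Cy5 over europium emission ratio at 671 and 618 nm; 0% = plate median of compound wells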
UHRF1 binding = blocks human UHRF1 binding to methylated DNA | Q96T88 | UHRF1 binding to methylated oligo, TR-FRET | inhibition, % at 4.4 µM | 370,000 compounds, 0.75% hits | AID 687016; in the data active = inhibition above about 21%;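 also: UHRF1 SRA domain binding a hemimethylated CpG hairpin DNA probe; 0% = median of test compound wells and 100% = reference inhibitor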
TCR-CD3 inh = inhibitors of human TCR-CD3 interaction. 360,000 compounds, 0.37% hits. AID 651800. inhibition, % at 9.4 µM. TAMRA-labeled TCR probe fluorescence, biochemical; in the data active = inhibition above about 19%;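 also: recombinant mutant TCR 2C K166C tagged with TAMRA read by polarization; 0% = receptor in buffer alone and 100% = receptor with positive control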
PG9 Ab binder = PG9 antibody binding by small molecule; TR-FRET gp120-PG9 antibody binding; inhibition, % at 6.7 µM; 360,000 compounds, 0.43% hits; in the data active = inhibition above about 8.5%
Rev-erbA mod = modulators of human Rev-erb alpha DNA binding | P20393 | Rev-erbα–FITC-DNA binding, fluorescence polarization, 90 min | activity, % at 10 µM | 370,000 compounds, 0.79% hits;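 active = activity above about 14%, limit read from the data; passing the limit was not always enough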;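 also: 0% = DMSO wells with 35 nM protein and 100% = DMSO wells with 750 nM protein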
mABHD4 FP = ABHD4 (mouse) inhibition, primary FP screen; inhibition, % at 8.92 µM; 370,000 compounds, 0.54% hits; purified mABHD4, FP-Rh probe fluorescence polarization; Q8VD66;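 active = inhibition exceeding the mean over every tested compound plus 3 SD, cut at about 30% in these data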;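 also: 0% = plate median of compound wells and 100% = S159A mutant with DMSO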
Target sequence (Q8VD66 whole entry, looked up): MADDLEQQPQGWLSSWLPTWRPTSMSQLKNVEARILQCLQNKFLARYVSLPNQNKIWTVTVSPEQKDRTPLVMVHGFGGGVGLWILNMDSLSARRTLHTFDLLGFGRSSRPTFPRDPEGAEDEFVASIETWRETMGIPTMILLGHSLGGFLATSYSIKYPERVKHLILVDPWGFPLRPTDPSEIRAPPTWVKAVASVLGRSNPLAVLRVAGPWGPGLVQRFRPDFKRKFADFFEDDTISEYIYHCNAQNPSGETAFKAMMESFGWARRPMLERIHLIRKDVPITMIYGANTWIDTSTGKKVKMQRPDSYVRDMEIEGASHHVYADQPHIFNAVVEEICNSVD
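Doses – 8.92 µM, single dose · Material – wild-type mouse ABHD4 protein · Replication – single well per compound (singlicate) · Measure – percent inhibition of probe binding, normalized to plate controls · Schedule – 45 min compound pre-incubation plus 60 min probe step, 25 °C · Detection – fluorescence polarization with parallel and perpendicular emission, 525/598 nm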
PRMT1 FP inh = inhibitors of human PRMT1; Q99873; recombinant PRMT1, activity-based probe fluorescence polarization; inhibition, % at 2.79 µM; 370,000 compounds, 1.3% hits;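 active = inhibition above about 21% made by adding two undisclosed values, limit read from the data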
Target sequence (Q99873 whole entry, looked up): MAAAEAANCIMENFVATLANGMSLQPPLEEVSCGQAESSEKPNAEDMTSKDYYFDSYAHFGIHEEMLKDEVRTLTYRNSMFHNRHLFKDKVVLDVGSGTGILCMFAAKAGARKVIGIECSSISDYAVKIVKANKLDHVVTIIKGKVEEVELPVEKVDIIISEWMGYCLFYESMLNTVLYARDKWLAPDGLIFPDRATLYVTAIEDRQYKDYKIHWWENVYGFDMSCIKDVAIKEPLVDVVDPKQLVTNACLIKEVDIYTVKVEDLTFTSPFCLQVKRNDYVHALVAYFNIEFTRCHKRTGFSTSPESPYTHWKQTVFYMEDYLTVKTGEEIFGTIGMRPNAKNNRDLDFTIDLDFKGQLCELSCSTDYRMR
MBD2 DNA inh = MBD2-methylated oligo binding inhibition. inhibition, % at 4.4 µM. Q9UBB5. 370,000 compounds, 0.31% hits. TR-FRET, MBD2 binding to methylated oligonucleotide; in the data active = inhibition above about 13%
Target sequence (Q9UBB5 whole entry, looked up): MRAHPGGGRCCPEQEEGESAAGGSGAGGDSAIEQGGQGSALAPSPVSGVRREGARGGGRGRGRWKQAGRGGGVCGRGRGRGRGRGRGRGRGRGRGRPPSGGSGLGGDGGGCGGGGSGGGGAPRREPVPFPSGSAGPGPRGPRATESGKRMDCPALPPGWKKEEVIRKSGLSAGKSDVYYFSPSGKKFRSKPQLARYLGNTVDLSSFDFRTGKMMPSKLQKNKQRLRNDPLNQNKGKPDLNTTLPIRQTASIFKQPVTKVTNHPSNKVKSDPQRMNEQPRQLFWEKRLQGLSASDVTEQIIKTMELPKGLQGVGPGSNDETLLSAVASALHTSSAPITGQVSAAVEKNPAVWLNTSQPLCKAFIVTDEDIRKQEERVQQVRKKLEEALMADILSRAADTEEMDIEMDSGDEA
Numbers without * were called inactive; . = no result given. An excerpt. The share of hits here may be higher or lower than overall.

SMILES	rCAG binder	HTRA1 inh	LEDGF integ inh	UHRF1 binding	TCR-CD3 inh	PG9 Ab binder	Rev-erbA mod	mABHD4 FP	PRMT1 FP inh	MBD2 DNA inh
N#Cc1ccc(S(=O)(=O)N2CCCN(c3nc4ccc(Cl)cc4s3)CC2)cc1	3	3	6	0	3	-2.1	4	-1	1	0
CCNc1ccc(S(=O)(=O)N2CCOCC2)cc1NCC(=O)Nc1cccc(Br)c1	10	2	1	-1	2	-2.3	-6	-1	2	-6
COc1cc(CC(=O)Nc2ccc3nc(SC)sc3c2)cc(OC)c1OC	13	-12	1	-2	9	-2.4	-6	0	-1	3
COc1cccc(-n2nc(-c3ccnn3-c3ccc(C)cc3)c(=O)n(C)c2=O)c1	-3	-9	3	-2	0	-2.9	-5	0	0	0
COc1ccc(Br)cc1S(=O)(=O)N(CC(=O)N1CCOCC1)c1ccccc1	-4	1	1	4	-6	-0.1	0	-2	9	2
CCc1nnc(NC(=O)CCC(=O)N2CCN(Cc3ccc(C)cc3C)CC2)s1	-5	-1	4	1	1	-3.3	-2	-3	-2	5
CC(C)(C)OC(=O)C[C@@H]1C/C=C\C[C@H](CC(=O)NCCO)C(=O)N[C@@H](c2ccccc2)COC1=O	-8	-5	0	1	3	-1.1	-1	0	1	2
CCNc1nc(SCC(N)=O)nc2sc3c(c12)CCN(C)C3	3	7	2	-3	7	-0.1	-6	6	61*	4
CCN1CCN(C(CNS(=O)(=O)c2ccc(F)cc2)c2cccnc2)CC1 (configuration not stated)	0	4	0	4	-2	3.7	-2	-6	3	5
Cc1ccc(C)c(-n2nnnc2SCC(=O)NCCC2=CCCCC2)c1	-3	-18	-2	0	-4	1.8	7	-8	3	1
COc1ccc(/C=C/C(=O)OCC(=O)N2c3ccccc3CC2C)cc1 (configuration not stated)	4	-8	-2	-1	7	-0.8	-5	-5	-2	-1
O=C(Nc1nnc(-c2ccc3c(c2)CCCC3)o1)C1COc2ccccc2O1 (configuration not stated)	16	18	-1	0	-7	-0.1	3	-1	4	4
CCOC(=O)CC(=O)Nc1nnc(CC(C)C)s1	-2	3	2	0	5	-0.5	1	3	-1	-3
CCc1nc2sc3ccccc3c(=O)c2c(=O)n1CCOC	-1	1	-1	0	2	-1.0	0	0	-2	0
COc1ccc2c(c1)c(=O)c(C(=O)c1ccc(C)cc1)cn2CC(=O)Nc1ccc(F)cc1	13	-32	1	-1	10	-2.2	17	4	0	-8
CCCC1(c2ccccc2)NC(=O)NC1=O (configuration not stated)	-2	0	-3	-1	5	-0.5	12	-2	-2	-2
CCc1cc2c(nc1CC)CCCN2S(=O)(=O)c1cccs1	0	.	7	3	7	0.9	6	-9	-2	3
COc1ccc(/C=C/C(=O)NCC(=O)N/N=C/c2cccnc2)cc1	0	1	3	-2	0	-1.1	4	-7	1	-2
O=S1(=O)CCOC[C@H](CC2CCCCC2)N1Cc1ccccc1F	-9	-10	1	-1	2	-0.8	3	-11	0	-3
Cc1ccc(-n2c3c(cc(C(=O)NC4CCSC4=O)c2=O)C(=O)CC(C)(C)C3)cc1 (configuration not stated)	-6	0	-2	3	-3	-1.1	-10	0	5	4
COc1ccc(CCN2CC(C(=O)NCC(c3ccccc3)N(C)C)CC2=O)cc1OC (configuration not stated)	-3	6	-2	2	-8	0.1	-11	-4	2	8
Oc1ccc(-c2csc(Nc3ncccn3)n2)cc1	6	3	1	-2	-1	-0.8	2	5	0	0
O=C(Nc1cc(Cl)cc(Cl)c1)C(NCCO)c1ccccc1 (configuration not stated)	0	-5	4	11	-6	1.1	3	16	2	0
CCOc1ccc(S(=O)(=O)NC2CCCC2)cc1	-2	6	-2	1	12	-2.5	-1	4	-2	1
Cc1nc2ccc(S(=O)(=O)NCC(=O)NCc3ccc(Cl)cc3)cc2s1	-1	-4	-3	-1	2	-1.5	2	0	2	-1

Some of these compounds in order of SMILES length, rising:
SMILES	rCAG binder	HTRA1 inh	LEDGF integ inh	UHRF1 binding	TCR-CD3 inh	PG9 Ab binder	Rev-erbA mod	mABHD4 FP	PRMT1 FP inh	MBD2 DNA inh
O=S1(=O)CCOC[C@H](CC2CCCCC2)N1Cc1ccccc1F	-9	-10	1	-1	2	-0.8	3	-11	0	-3
Cc1nc2ccc(S(=O)(=O)NCC(=O)NCc3ccc(Cl)cc3)cc2s1	-1	-4	-3	-1	2	-1.5	2	0	2	-1
CCNc1ccc(S(=O)(=O)N2CCOCC2)cc1NCC(=O)Nc1cccc(Br)c1	10	2	1	-1	2	-2.3	-6	-1	2	-6

(list continues)
SMILES	rCAG binder	HTRA1 inh	LEDGF integ inh	UHRF1 binding	TCR-CD3 inh	PG9 Ab binder	Rev-erbA mod	mABHD4 FP	PRMT1 FP inh	MBD2 DNA inh
Cc1cc(C)cc(NC(=O)Nc2ccc(N3CCCCC3)cc2)c1	5	.	-5	0	-1	0.0	4	15	6	2
COc1ccc([N+](=O)[O-])cc1C(=O)NC1CCN(Cc2ccccc2)CC1	0	.	7	-1	-4	-1.4	6	4	-2	0
COC(=O)c1sc(N)c(C(=O)OC)c1COC(=O)c1c(C)noc1C	12	-20	0	6	6	-2.0	-1	-3	4	0
O=C(NCCOc1ccc(F)cc1)C1CCN(S(=O)(=O)c2ccccc2)CC1	-3	7	1	0	5	-0.4	9	-10	0	-1
CCOc1ccccc1NS(=O)(=O)c1ccc(-n2cccn2)cc1	-3	-8	2	14	5	-0.1	6	-4	2	-2
CCOc1ccc(/C=C2\SC(=S)N(NS(=O)(=O)c3ccccc3)C2=O)cc1OC	79*	-5	0	3	-5	-4.1	1	11	9	-2
Cc1cc(C)n(C(C)CNC(=O)c2ccc3c(c2)OCO3)n1 (configuration not stated)	-2	3	0	6	-7	-0.3	-4	2	0	2
CCCCCC1CCC(C(=O)N2CCOCC2)CC1 (configuration not stated)	-9	3	2	0	-2	-1.7	9	4	-7	0
Cc1ccn2c(=O)c(NC(=O)c3cccs3)c(C)nc2c1	-1	1	1	-1	0	-1.8	-4	1	-2	-4
O=C1COc2ccc(S(=O)(=O)NCc3ccccc3)cc2N1	0	1	2	1	-3	0.5	-3	5	3	4
CCOC(=O)C1(Cc2ccccc2)CCCN(Cc2cnn(CC)c2)C1 (configuration not stated)	-7	-5	3	10	0	-1.3	2	0	-5	-5
CSc1ccccc1NC(=O)COC(=O)c1ccc(O)cc1	-1	-3	-5	-2	3	-0.1	-4	-4	-1	1
COc1ccc(F)cc1-c1cc(C(=O)Nc2cccnc2)[nH]n1	2	.	-2	-1	3	-1.4	0	-9	1	-1
Cc1cc(C(=O)N2CCN(c3ncccn3)CC2)sc1-c1ccccc1	-1	0	0	4	0	-0.1	0	-2	4	0
Cc1ccc(C(=O)CSc2nnc(COc3ccc(C#N)cc3)n2-c2ccccc2)cc1	0	-1	4	1	-9	-0.6	6	0	-2	1
Nn1cc(-c2ccccc2)nc1SCC(=O)Nc1cccc(S(N)(=O)=O)c1	7	-9	-1	2	3	-2.6	-4	-4	3	-3
CCCC(=O)c1ccc(N2CCC(C)CC2)c(F)c1	-2	2	2	0	4	-0.7	0	6	1	3
CCc1ccccc1NC(=O)COc1ccc(N2CC(C(N)=O)CC2=O)cc1 (configuration not stated)	-4	4	-4	0	0	-1.5	-4	0	-5	-1
Cc1ccc(C)c(C(=O)CN2Cc3ccccc3C2=O)c1	-3	1	-1	-3	0	-0.3	0	1	-4	-1
CC1CCN(c2nc3c(c(=O)n(C)c(=O)n3C)n2CCSc2nc3ccccc3s2)CC1	0	4	1	1	10	-2.2	3	-1	-1	0
CC(=O)c1cc2c(cc1NC(=O)C1CC=CCC1C(=O)O)OCO2 (configuration not stated)	3	2	-1	-1	1	1.0	2	5	-1	0
COC(=O)c1ccc(C)c(NC(=O)CCSc2ccccc2)c1	-3	-1	-5	0	-4	-0.2	5	-5	3	-2
Cc1ccc(S(=O)(=O)N2CCC3(CC2)OCCN3S(=O)(=O)c2cccs2)cc1	2	-8	3	-3	12	1.4	-3	-1	2	-5
CCOc1c2ccc(C(=O)NCCc3ccc(C)cc3)cc2nn1CC	-6	3	-2	0	-9	-1.3	0	-3	-2	0
O=C(O)CCn1cc(/C=C\C(=O)c2ccc(Cl)cc2)c(-c2cccc(Br)c2)n1	63*	-30	6	4	-3	-0.8	0	-18	2	-2
SMILES	rCAG binder	HTRA1 inh	LEDGF integ inh	UHRF1 binding	TCR-CD3 inh	PG9 Ab binder	Rev-erbA mod	mABHD4 FP	PRMT1 FP inh	MBD2 DNA inh
Cc1c(O)ccc(-c2[nH]ncc2-c2nc3ccccc3s2)c1O	5	-13	2	-4	2	2.6	-4	-5	2	-1
Cc1cccc(C)c1NC(=O)CN(C)C(=O)c1ccc(NS(=O)(=O)c2ccc3[nH]c(=O)[nH]c3c2)cc1	-10	2	-2	-1	9	-1.7	-3	3	-3	1
Cc1ccc(NC(=O)c2ccc(F)cc2)cc1S(=O)(=O)N1CCCCCC1	-2	-60	0	-1	11	0.1	-2	-19	-3	-4
COC(=O)c1cccc(-n2c(CCC(=O)O)ccc2-c2cccs2)c1	10	-1	4	-2	7	-3.0	-2	-7	40*	1
COc1cc(CNc2ncc(-c3ccc(Br)cc3)n2C)cc(OC)c1OC	5	0	0	-2	8	-0.2	-6	10	-2	-5
CCC(C)C(=O)OCC1(c2ccc(C)cc2OC(=O)C(C)C)CO1 (configuration not stated)	0	-2	-1	2	3	-1.4	1	2	2	4
FC(F)(F)c1cc(C(F)(F)F)n2nc(-c3sccc3-n3cccc3)cc2n1	0	-4	-1	1	-4	0.4	-1	-2	6	3
COc1cccc(NC(=O)Nc2nnc(Cc3ccc(F)cc3)s2)c1	8	-3	6	0	-3	-0.4	1	-8	-5	34*
Nc1nc(NC(=O)c2ccccc2)nn1-c1ccccc1	-3	7	-3	10	-9	0.4	1	5	2	2
Cc1cc(C)c2[nH]c(O)c(N=NC(=S)NCC3CCCO3)c2c1 (configuration not stated)	9	9	4	-4	6	-6.4	4	2	2	-2
Fc1ccc(N/N=C2/CCSc3sccc32)c(F)c1	5	-1	0	0	2	-2.9	9	8	3	-5
CCCCS(=O)(=O)N1CCCC(C(=O)N2CCOCC2)C1 (configuration not stated)	0	1	6	0	-5	0.4	-1	0	0	-5
COc1ccc(CC(=O)NCCN2CCOCC2)cc1	4	1	4	4	-10	-0.4	2	-9	-1	-2
O=C(Nc1cccnc1)c1ccc(COc2cc(Cl)ccc2Cl)o1	3	-47	0	1	0	-0.3	3	-42	-4	1
CCOc1ccc(C2C(C(=O)c3ccco3)=C(O)C(=O)N2CCCn2ccnc2)cc1OC (configuration not stated)	9	-2	-5	-7	-4	0.7	5	0	0	-3
O=C(COc1ccccc1)Nc1nnc(S(=O)(=O)N2CCCCC2)s1	10	-2	1	-3	4	-1.4	-9	4	-1	-6
CCCCOc1ccc(C(=O)NCC(=O)NCCCn2nc(C)cc2C)cc1	-3	3	1	-2	12	-0.8	4	-5	-3	-5
Cc1nc(N2CCOCC2)c2c(C)c(C(=O)Nc3ccc(F)cc3F)sc2n1	-7	-4	0	4	-3	-0.6	0	1	-5	-1
O=C1CC(NS(=O)(=O)c2cccs2)CN1c1ccccc1 (configuration not stated)	0	1	0	-1	-3	0.3	-2	9	1	0
CCOC(=O)c1cc(C(C)=O)c(=O)n(C)c1N	2	3	1	1	-4	0.4	0	0	-1	0

Taken from above (two entries):
SMILES	rCAG binder	HTRA1 inh	LEDGF integ inh	UHRF1 binding	TCR-CD3 inh	PG9 Ab binder	Rev-erbA mod	mABHD4 FP	PRMT1 FP inh	MBD2 DNA inh
Cc1ccc(C)c(C(=O)CN2Cc3ccccc3C2=O)c1	-3	1	-1	-3	0	-0.3	0	1	-4	-1
CC1CCN(c2nc3c(c(=O)n(C)c(=O)n3C)n2CCSc2nc3ccccc3s2)CC1	0	4	1	1	10	-2.2	3	-1	-1	0
